Screening data deposited in PubChem BioAssay by several laboratories.
HCV core dimer: blocks dimerization of HCV core protein; TR-FRET GST/Flag-core106 dimerization, 1536-well; inhibition, % at 5 µM; 300,000 compounds, 0.33% hits; AID 1899;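 active means inhibition above the mean of all tested compounds plus 3 SD, set per screening campaign, cut at about 45% in these data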
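Assay system: Tagged HCV core106 pair (GST and Flag) | Buffer or medium: KF-containing HEPES buffer, pH 7.45, DTT, CHAPS, BSA | Also added: Eu donor and XL665 acceptor anti-tag antibodies | Dosing: One concentration, 5 µM, in 0.5% DMSO | Timing: 4 h at 22.5 °C | Technique: TR-FRET 671 and 617 nm emission | Repeats: Singlicate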
GASC-1 inh: human JMJD2C demethylase inhibition | Q9H3R0 | GST-JMJD2C(1-420) H3K9me3 demethylation, DELFIA europium | inhibition, % at 2.35 µM | 330,000 compounds, 0.069% hits | AID 2099;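 active means more than half of a compound's replicate wells show inhibition beyond 50%, single wells judged on their own value; inconclusive means some, but no more than half, of replicates pass 50% inhibition; inactive means no replicate passes 50% inhibition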;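 further: signal counts dimethyl H3K9 product captured on neutravidin plate; 0% = median of DMSO wells and 100% = 0.3 times that DMSO median; strong numbers were not always called active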
Target sequence (Q9H3R0 1-420 limits assumed): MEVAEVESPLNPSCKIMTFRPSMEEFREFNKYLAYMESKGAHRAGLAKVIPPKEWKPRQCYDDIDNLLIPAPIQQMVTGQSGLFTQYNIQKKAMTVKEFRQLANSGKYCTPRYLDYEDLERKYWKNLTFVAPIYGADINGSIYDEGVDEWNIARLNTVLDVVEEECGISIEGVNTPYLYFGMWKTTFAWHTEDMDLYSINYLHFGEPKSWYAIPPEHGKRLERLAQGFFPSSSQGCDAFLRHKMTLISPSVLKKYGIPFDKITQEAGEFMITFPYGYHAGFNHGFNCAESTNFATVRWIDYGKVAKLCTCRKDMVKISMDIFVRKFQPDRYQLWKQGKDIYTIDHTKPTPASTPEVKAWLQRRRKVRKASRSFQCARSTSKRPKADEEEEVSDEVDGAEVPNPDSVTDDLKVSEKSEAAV
Efflux pump inh: antifungal efflux pump inhibition, Nile Red retention; S. cerevisiae Candida pump triplex; inhibition, % at 10 µM; 330,000 compounds, 0.44% hits; AID 485275;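 active means plate passing quality check with inhibition over a set limit, or well fluorescence over plate mean plus 4 SD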;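 further: Nile Red retained in pooled yeast measured as flow cytometry median fluorescence; 0% = buffer negative control and 100% = Enniatin B positive control; higher means more Nile Red kept so more efflux inhibition; some compounds called inactive have numbers as strong as hits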
TPT1 inh: C. albicans TPT1 enzyme inhibition. inhibition, % at 5 µM. recombinant caTPT1, FP RNA substrate dephosphorylation. 300,000 compounds, 0.81% hits. AID 1962;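 active means inhibition above the mean of all tested compounds plus 3 SD, set per screening campaign, cut at about 24% in these data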;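 further: plate controls were DMSO alone for no effect and ferristatin control at 100 nM for full effect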
CTSL1 counter: blocks F. hepatica cathepsin L1 in PFM18AAP counter-screen | recombinant F. hepatica cathepsin L1, Z-Leu-Arg-MCA fluorescence | inhibition, % at 5.96 µM | 300,000 compounds, 0.49% hits;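 active means inhibition above the mean of all tested compounds plus 3 SD, set per screening campaign, cut at about 17% in these data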;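 further: 0% = plate median of test compound wells and 100% = 1 µM Z-Phe-Ala-diazomethylketone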
PP5 inh: inhibitors of human protein phosphatase 5 (PP5). purified PP5c, OMFP substrate fluorescence. P53041. inhibition, % at 6.7 µM. 320,000 compounds, 0.18% hits;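 active means inhibition above the campaign's mean inhibition across all tested compounds plus 3 SD, cut at about 9.5% in these data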;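 further: 0% = DMSO only and 100% = 100 µM cantharidin control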
procasp3 activ: activates human procaspase-3; P42574; recombinant procaspase-3 D3A, Ac-DEVD-pNA absorbance 405 nm; activation, % at 8.5 µM; 330,000 compounds, 0.11% hits; AID 463141;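 active means activation above the mean of all tested compounds plus 3 SD, cut at about 21% in these data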;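 further: 0% = DMSO alone and 100% = DMSO wells spiked with extra 5 µM PC-3 D3A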
Target sequence (P42574 whole entry D9A/D28A/D175A): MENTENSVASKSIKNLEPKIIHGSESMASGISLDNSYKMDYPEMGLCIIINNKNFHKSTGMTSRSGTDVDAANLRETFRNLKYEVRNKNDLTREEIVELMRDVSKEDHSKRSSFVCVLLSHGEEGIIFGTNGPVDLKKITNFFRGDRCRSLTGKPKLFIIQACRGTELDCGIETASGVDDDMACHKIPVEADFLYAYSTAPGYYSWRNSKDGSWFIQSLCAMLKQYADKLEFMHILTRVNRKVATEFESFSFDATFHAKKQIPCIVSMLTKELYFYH
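Assay system – Procaspase-3 D3A mutant, all three cleavage aspartates alanine · Controls – DMSO-only low control, 5 µM PC-3 D3A high control · Schedule – 1 h compound preincubation, 2 h substrate hydrolysis at 25 °C · Signal – 405 nm absorbance of p-nitroaniline, reads at 0 and 120 min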
proCasp7 act: counter-screen: procaspase-7 (human) activation. P55210. recombinant procaspase-7, Ac-DEVD-pNA absorbance 405 nm; D23A/D198A/D206A triple mutant, cannot self-cleave; scale: DMSO 0, 5 µM enzyme 100. activation, % at 8.5 µM. 330,000 compounds, 0.093% hits. AID 463210;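 active means percent activation above the screen-wide mean plus 3 SD, cut at about 25% in these data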
Target sequence (P55210 whole entry D23A/D198A/D206A): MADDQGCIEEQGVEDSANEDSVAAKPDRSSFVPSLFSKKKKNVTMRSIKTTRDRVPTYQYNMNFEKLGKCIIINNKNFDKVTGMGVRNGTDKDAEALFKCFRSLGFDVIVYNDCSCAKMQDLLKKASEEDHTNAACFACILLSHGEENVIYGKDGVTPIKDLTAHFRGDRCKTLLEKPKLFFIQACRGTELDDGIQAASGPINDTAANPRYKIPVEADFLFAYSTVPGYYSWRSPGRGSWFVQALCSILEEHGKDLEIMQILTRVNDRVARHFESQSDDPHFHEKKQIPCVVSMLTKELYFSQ
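Replicates: singlicate. Assay system: Procaspase-7 triple mutant (PC-7 D3A). Signal: 405 nm absorbance of p-nitroaniline. Times: 1 h preincubation, 2 h reaction. Buffer or medium: Zinc-free HEPES pH 7.4 with 300 mM NaCl, 0.01% Triton X-100. Also added: DEVD-pNA substrate. Benchmarks: DMSO wells as 0%, DMSO with 5 µM added PC-7 as 100%.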
PP1 counter: counter-screen for PP5 inhibitors: inhibitors of human PP1-alpha; inhibition, % at 6.7 µM; P62136; AID 2235; purified PP1alpha, OMFP fluorescence; 320,000 compounds, 0.9% hits;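 active means inhibition above the mean inhibition of all tested compounds plus 3 SD, computed separately for each screening campaign, cut at about 15% in these data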
* marks the source's active call; other numbers are inactive results; ? = inconclusive; . = not tested or not shown; & = joins results of further samples.

Each structure is followed by: HCV core dimer	GASC-1 inh	Efflux pump inh	TPT1 inh	CTSL1 counter	PP5 inh	procasp3 activ	proCasp7 act	PP1 counter
> CN(C)NC(=O)c1ccsc1NC(=O)c1ccc(S(=O)(=O)N2CCCC2)cc1
    -1	6	-0.1	1	0	0.0	0	1	-2
> Cc1cc(-c2n[nH]c(=S)n2/N=C/c2ccc(C)s2)n[nH]1
    1	7	0.2	2	4	2.7	-1	-2	-2
> O=C(Nc1ccc([N+](=O)[O-])cc1Br)c1cccnc1
    6	1	0.0	-1	0	-1.3	-2	7	-1
> CC1CCN(CCC(=O)Nc2ccc3c(c2)CCC3)CC1
    5	-6	0.1	2	-1	-0.8	7	1	0
> N#Cc1cccc(OC(=O)c2ccc3c(=O)n4c(nc3c2)CCC4)c1
    6	?	-0.1	0	0	-1.0	12	0	-1
> CC(C)c1nnc(NC(=O)C2CCCN2S(=O)(=O)c2ccc(Cl)cc2)s1 (stereo unspecified)
    -2	1	-0.2	-6	1	0.6	-4	2	0
> Cc1ccc(S(=O)(=O)N2CCN(C(=O)N3CCOCC3)CC2)c(C)c1
    11	9	0.1	1	4	0.4	-3	0	-3
> COC(=O)CCC(=O)NNC(=O)c1ccc(Cl)cc1Cl
    -3	5	0.0	-1	0	0.0	4	1	-2
> S=C(NCc1cccnc1)Nc1ccc(Cl)cc1Cl
    -4	0	0.0	-8	0	5.8	-4	2	5
> CC(C)(C)C1CCC(=O)N(CCC#N)CC1 (stereo unspecified)
    -1	5	-0.1	-1	-2	1.1	1	8	-2
> COc1ccc(-n2nc(C(=O)NCC(=O)N3CCN(C)CC3)c3ccccc3c2=O)cc1OC
    -5	-2	-0.2	-7	0	-2.4	5	-3	0
> CCOc1cc(/C=N/NC(=O)CN2CCOCC2)ccc1OCc1ccccc1
    -2	9	-0.1	-1	0	2.5	-3	-10	0
> COc1ccc(C(C(=O)NC2CCCC2)N(C(=O)c2ccco2)c2cc3c(cc2C(C)=O)OCO3)cc1 (stereo unspecified)
    -7	3	0.0	5	-18	-0.1	-1	1	2
> Cc1[nH]c2ccccc2c1SCC(=O)N1CCOCC1
    -7	-6	0.2	-1	2	-0.6	7	4	-2
> O=C(Oc1c(Cl)cc(Cl)c2cccnc12)c1cccc([N+](=O)[O-])c1
    -4	-4	-8.5	-2	-1	1.6	-1	2	2
> O=C(CCc1ccc(S(=O)(=O)N2CCOCC2)cc1)Nc1nc(COc2ccccc2)cs1
    4	0	0.1	-1	1	1.8	0	2	2
> CC(C)CCNS(=O)(=O)c1ccc(-c2ccc(S(=O)(=O)NCCC(C)C)cc2)cc1
    11	9	0.0	0	-1	-1.1	1	7	-1
> O=C(c1ccc(N2CCN(C(=O)c3cccc(F)c3)CC2)cc1)c1cccc(F)c1
    10	-46	0.0	-5	5	1.6	3	15	2
> COc1cccc(N=Cc2c(O)c3ccccc3oc2=O)c1
    1	-5	0.1	2	-11	-0.1	-13	-5	-9
> CC(C)NC(=O)c1ccccc1NC(=O)CS(=O)(=O)Cc1ccccc1
    0	-1	0.3	3	2	-0.8	-7	-14	0
> CC(C)(C)C1CCc2onc(C(=O)NCc3ccc(F)cc3)c2C1 (stereo unspecified)
    6	1	0.0	-5	4	5.2	6	5	-1
> CCS(=O)(=O)n1nc(-c2ccco2)nc1N
    -1	-20	0.1	-5	-1	5.2	-2	-6	9
> NC(N)=Nc1nc(-c2ccccc2)c2ccccc2n1
    -8	-5	0.5	4	-5	2.3	-10	-3	-6
> COc1ccc(C)cc1S(=O)(=O)N(CC(N)=O)Cc1ccccc1
    1	-1	0.3	1	2	1.1	7	9	-2
> COc1cc(/C=N/NC(=O)c2ccoc2C)ccc1O
    -6	-4	0.2	0	2	1.6	4	8	0
> Cc1ccc(C(=O)NCCCNC(=O)c2ccccn2)cc1
    6	14	-0.1	3	-4	-0.1	4	11	-1
> Cc1c(C)n(CC(O)CN2CCN(C)CC2)c2ccccc12 (stereo unspecified)
    -3	-1	-0.2	-6	-1	-0.2	3	5	-1
> CCOC(=O)C1=C(c2ccccc2)OC(N)=C(C#N)C1c1ccc(Cl)s1 (stereo unspecified)
    1	-1	0.1	4	6	1.8	-3	-1	0
> O=C(/C=C/c1ccccc1[N+](=O)[O-])N1CCN(c2ccccc2F)CC1
    -3	7	-0.2	-3	3	1.9	6	3	0
> COc1ccc(C2C(C#N)=C(C)NC3=C2C(=O)c2ccccc23)cc1 (stereo unspecified)
    1	-3	-0.1	0	-1	2.1	-2	-5	1
> Cn1c(=O)c2c(nc(Br)n2Cc2ccccc2Cl)n(C)c1=O
    6	5	0.0	0	3	0.5	-6	5	10
> CC(=O)NC1C(=O)N=C(SCC(=O)NC2CCCCC2)NC1=O (stereo unspecified)
    -7	16	0.0	-3	-3	1.8	0	-8	0
> O=C(COC(=O)CCSc1ccc(F)cc1)NCc1ccc(F)cc1
    .	-7	0.0	.	.	.	2	5	.
> Cc1c(C)n(-c2ccccc2)c2ncnc(NCCCN(C)C)c12
    -8	2	0.1	1	-3	1.0	6	1	6
> CCCCn1c(=O)n(Cc2cccc(F)c2)c(=O)c2c1ncn2Cc1ccco1
    6	-17	-0.2	-2	0	2.1	-1	-3	2
> CCOC(=O)N1CCN(C(=O)c2cccc(S(=O)(=O)Nc3ccccc3Cl)c2)CC1
    .	-3	0.1	.	.	-0.6	-11	16	-4
> O=c1[nH]cnc2sc3c(c12)CN(Cc1ccccc1)CC3
    -3	4	0.1	-7	0	1.0	1	3	2
> O=C(CN1CCCCC1)Nc1cccc(Cl)c1Cl
    1	2	0.0	-2	-1	1.2	2	4	-5
> COCCn1c(SCC(=O)c2ccc(F)cc2)nnc1C(C)C
    -1	3	0.1	0	-4	2.6	1	6	1
> COCC(C)NC(=S)NCCc1ccc(Cl)cc1Cl (stereo unspecified)
    -1	12	0.1	0	2	1.7	7	-4	4
> COc1ccc(C(C(=O)NC2CCCCC2)N(C(=O)CCl)c2ccc(C)cc2)cc1 (stereo unspecified)
    13	-1	-0.7	1	12	-0.3	-3	-3	-1
> Cn1c(=O)c2c(nc(SCC(=O)c3cccs3)n2Cc2ccc(F)cc2)n(C)c1=O
    8	6&-7	0.0	4	0	0.6	6	14	-4
> CC(C)C[C@H](NC(=O)N1CCn2c1nc1ccccc12)C(=O)NCC1CCCO1 (stereo partly specified)
    5	2	0.0	-2	8	2.3	0	-3	-1
> CCCS(=O)(=O)C(=C(Nc1ccc(OC)cc1)Nc1ccc(OC)cc1)S(=O)(=O)CCC
    6	7	0.0	-2	-1	-0.3	-2	4	-5
> O=c1c(C(c2ccc(O)cc2)c2c(O)nc3n(c2=O)CCCS3)c(O)nc2n1CCCS2
    1	-2	0.1	7	0	3.2	-8	0	0
> O=C(COC(=O)c1ccc(OC(F)F)cc1)NCc1cccs1
    .	1	0.0	.	.	.	0	-1	.
> COc1ccc2cc(C(=O)OC(C)C)sc(=O)c2c1OC
    4	-4	0.1	-3	5	3.0	-3	-8	-1
> CCOc1ccc(CN2CCNC(=O)C2CC(=O)NCCCC2CCCC2)cc1 (stereo unspecified)
    -3	5	-0.2	-2	7	2.3	9	4	2
> Cc1ccccc1NC(=O)C(Cc1ccccc1)n1cccc1 (stereo unspecified)
    3	5	0.1	2	1	2.0	7	3	0
> FC(F)(F)c1ccc(-c2nnc(-c3cccnc3)o2)cc1
    12	9	0.1	0	-1	0.7	-7	-2	2

More structures:
Each structure is followed by: HCV core dimer	GASC-1 inh	Efflux pump inh	TPT1 inh	CTSL1 counter	PP5 inh	procasp3 activ	proCasp7 act	PP1 counter
> CCC(CC)NC(=O)c1cc([N+](=O)[O-])ccc1N1CCOCC1
    -2	-5	0.0	-2	-1	0.0	-7	-6	-1
> O=C(CSc1nnc(-c2cccnc2)n1Cc1ccco1)NCc1ccc2c(c1)OCO2
    -2	29&-5	-0.1	2	-1	-1.1	-13	5	-1
> COc1ccc(CNn2cnnc2)c(O)c1
    -2	8	0.0	-4	-2	2.5	0	4	-2
> CCC1(CC)Cc2ccccc2-c2nc(NN)[nH]c(=O)c21
    -9	-5	0.0	-2	6	1.9	2	0	3
> COc1ccc2[nH]c(=O)c(CN(Cc3cccs3)Cc3nnnn3C(C)(C)C)cc2c1
    4	-10&3	-0.1	1	-1	0.6	-3	-8	-3
> C#CCNC(=O)C1=C[C@@H](c2ccc(C(F)(F)F)cc2)C[C@@H](OCCCCO)O1
    24	33	-0.1	1	0	1.8	7	-2	6
> COc1ccc(/C=C/C(=O)NCC(=O)N=Nc2c(O)[nH]c3ccc([N+](=O)[O-])cc23)cc1
    7	-1	-0.1	-2	7	-0.5	-4	-5	5
> CN=C1S/C(=C\c2cc(C)n(-c3ccccc3F)c2C)C(=O)N1C
    2	-29	0.1	1	1	-0.5	-2	-4	4
> O=C(CC1(O)C(=O)N(Cc2ccccc2Cl)c2ccccc21)c1ccco1 (stereo unspecified)
    2	6	-0.1	-1	-1	2.0	-5	-3	-2
> O=C(NCc1ccc(F)cc1)C1CCC(CNc2c(N3CCCCC3)c(=O)c2=O)CC1 (stereo unspecified)
    -2	7	0.0	3	2	-2.7	3	-1	-4
> Cc1cccc(NC(=S)NCc2ccc(F)cc2)c1C
    8	?	-0.1	0	-1	0.5	5	1	0
> Cc1cc(C)n2nc(SCC(=O)NCc3ccco3)nc2n1
    -4	1	-0.1	-6	-2	0.9	-2	5	0
> CN1CCN(C(=O)c2cc(-c3cccc(Cl)c3)on2)CC1
    2	4	-0.2	0	1	-2.0	6	-1	-2
> O=C(Nc1ccc(N2CCOCC2)cc1)NC1CCCCC1
    -3	-59	0.0	18	2	0.0	-4	-3	-2
> O=C(/C=C/c1ccccc1)Oc1coc(CSc2ncccn2)cc1=O
    10	-8	-0.2	-1	-37	1.8	-2	-8	-2
> COC(=O)c1ccc(CSc2nc3cc(Cl)ccc3o2)cc1
    -3	-4	0.5	0	3	2.3	5	-2	0
> CCOC(=O)C1(C(F)(F)F)N=C(C(F)(F)F)Nc2ccccc21 (stereo unspecified)
    -8	3	0.2	2	-1	1.8	5	3	-3
> CCOC(=O)c1sc2nc3c(cc2c1N)C(=O)CC(C)(C)C3
    -1	2	0.7	-1	-7	2.2	-9	-4	-5
> CC1(C)CC(=O)C=C(NCCN2CCN(C(=S)Nc3ccc(F)cc3)CC2)C1
    -5	17	-0.1	2	1	0.6	2	3	-4
